Source: PubChem (National Center for Advancing Translational Sciences (NCATS))
HCV inh = inhibitors of hepatitis C virus infection; Potency, µM (titrated, usually from 41.8 µM), inactives show top-dose activity change, negative = inhibition, actives largely listed as inhibitors; Huh7.5.1 HCVcc-Cre infection, luciferase reporter, 44 h; hit rate 3.4% among 340,000; note: potency is the fitted concentration of half-maximal effect
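Infectious HCVcc-Cre (~0.5 moi) was added to cells just after compound, with cells seeded 4 h earlier at 1,000 per well. Luciferase activity after 44 h culture reported infection; substrate was incubated 15 min at room temperature before reading.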
AMA1-RON2 inh = disrupts binding of P. falciparum AMA1 to RON2; AID 720542; AlphaScreen AMA1-biotinylated RON2 peptide binding; Potency, µM (series often up to 58.2 µM), for inactives: top-dose activity change, negative = inhibition, usual class: inhibitors; hit rate 0.2% among 360,000;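 note: potency is the fitted concentration of half-maximal effect; 0% = vehicle wells and -100% = peptide control; nearly all actives have a fitted effect of over 45% in size; some results filed as inactive show a strong effect at the top dose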
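AMA1 (3D7) with his tag at 25 nM final met compounds first, then biotinylated RON2 peptide at 25 nM; detection used donor plus acceptor beads, 10 µg/mL apiece, read by AlphaScreen after 30 min at room temperature.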
HCMV inh = human cytomegalovirus inhibition. activity change, negative = inhibition, % at 57.5 µM. AID 1259415. hit rate 4.5% among 410,000. HFF cells, HCMV-luciferase reporter, 72 h; stronger effect = lower value; in the data active = activity change below about -60%; inconclusive = no clear call, values can overlap the other calls; inactive = above about -39%
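Two compound doses tested in HFFs infected with HCMV-luciferase, MOI 1 PFU/cell, 72 h at 37C. Lysate luminescence read with OneGlo; data normalized against buffer-only and 10uM Salinomycin inhibitor controls.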
Giardia FBPA inh = inhibitors of Giardia lamblia fructose-1,6-bisphosphate aldolase | hit rate 0.71% among 290,000 | purified Giardia FBPA | AID 2451 | Potency, µM (highest dose often 59.6 µM), without a hit: top-dose activity, negative = inhibition, hits mostly inhibitors; note: potency is the fitted concentration of half-maximal effect; nearly all actives have a fitted effect of over 55% in size
Target sequence (A8B2U2 whole entry, looked up): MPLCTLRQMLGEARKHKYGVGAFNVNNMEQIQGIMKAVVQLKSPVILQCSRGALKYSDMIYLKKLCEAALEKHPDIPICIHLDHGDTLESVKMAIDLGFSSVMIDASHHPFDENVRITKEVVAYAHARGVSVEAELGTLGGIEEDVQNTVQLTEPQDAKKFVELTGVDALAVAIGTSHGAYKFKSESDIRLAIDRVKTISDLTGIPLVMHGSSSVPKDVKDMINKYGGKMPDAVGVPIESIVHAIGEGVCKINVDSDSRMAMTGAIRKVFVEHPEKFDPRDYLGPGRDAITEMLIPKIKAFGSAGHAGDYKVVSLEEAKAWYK
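40 nM FBPA preincubated 10 min at RT with compound (up to 57.5 uM final), then substrate plus GAPDH/TPI/NAD/arsenate coupling and diaphorase/resazurin added. Fluorescence read after 20 min at RT, 525/598 nm.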
AmpC detergent = AmpC beta-lactamase inhibition with detergent present | AmpC hydrolysis of nitrocefin, absorbance 480 nm, 0.01% Triton | Potency, µM (titrated, usually from 114 µM), without a hit: at the highest dose activity change, negative = inhibition, actives largely listed as inhibitors | hit rate 0.041% among 370,000 | AID 485294;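 note: potency is the fitted concentration of half-maximal effect; 0% = no-compound wells and -100% = no-enzyme wells; nearly all actives have a fitted effect of over 25% in size; some results filed as inactive show a strong effect at the top dose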
Target sequence (P00811 whole entry, looked up): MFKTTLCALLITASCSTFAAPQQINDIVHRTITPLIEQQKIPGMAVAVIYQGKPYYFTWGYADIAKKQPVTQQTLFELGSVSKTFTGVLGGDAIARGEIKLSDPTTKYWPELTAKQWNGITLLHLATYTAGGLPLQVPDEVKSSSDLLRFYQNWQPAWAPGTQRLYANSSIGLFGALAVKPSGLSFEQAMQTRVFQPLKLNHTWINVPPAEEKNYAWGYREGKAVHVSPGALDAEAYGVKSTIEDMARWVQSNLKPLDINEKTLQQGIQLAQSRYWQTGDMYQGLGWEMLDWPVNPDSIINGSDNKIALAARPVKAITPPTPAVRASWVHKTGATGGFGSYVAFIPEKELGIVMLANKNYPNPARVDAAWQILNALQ
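AmpC (5.3 nM in the dispensed reagent) in 20 mM phosphate pH 7.0 with 0.01% (detergent screen) or 0.0001% Triton X-100 was preincubated with compounds for 15 min at room temperature. Nitrocefin was then added from an 800 uM solution, and hydrolysis was followed at 480 nm.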
Sm TGR block = inhibitors of Schistosoma mansoni thioredoxin glutathione reductase; purified TGR, DTNB reduction, TNB absorbance 405 nm; AID 485364; Potency, µM (highest dose often 114 µM), inactives show top-dose activity change, negative = inhibition, actives largely listed as inhibitors; hit rate 3% among 360,000; Q962Y6; note: potency is the fitted concentration of half-maximal effect; nearly all actives have a fitted effect of over 60% in size
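TGR 20 nM + NADPH 100 uM (dispensed conc.), cpd preinc 15 min RT; start with NADPH (500 uM addition) then DTNB (15 mM addition). Kinetic TNB absorbance, 405 nm filter. Four-parameter Hill fit across titration.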
* marks the source's active call; other numbers are inactive results; [ ] = dose if it differs, or a comment. Unless noted, calls come from the whole dose curve; as a rule, active = well fitted curve in the direction sought with a large enough effect; inconclusive = small, poorly fitted or top-dose-only effect, or another doubt; inactive = no such curve, though single readings can be large; an effect the other way counts as inactive or inconclusive. Unless noted, % is set by controls: 0 for no effect and ±100 for the full control effect.

What do the screens show for `N=c1c2c3c(sc2nc2n1CCCCC2)CCCCC3`?
HCV inh: inconclusive; AMA1-RON2 inh: -1%; HCMV inh: 81; Giardia FBPA inh: -6%; AmpC detergent: -9%; Sm TGR block: 0%

What do the screens show for `CCc1cccc(C)c1NC(=O)c1cc(C)oc1C`?
HCV inh: 3%; AMA1-RON2 inh: -8%; HCMV inh: 0; Giardia FBPA inh: 4%; AmpC detergent: -1%; Sm TGR block: -5%

What do the screens show for `Nc1cc(C(=O)OCC(=O)NCc2ccc(F)cc2)ccc1Cl`?
HCV inh: 1%; AMA1-RON2 inh: -15%; HCMV inh: -22; Giardia FBPA inh: 2%; AmpC detergent: 1%; Sm TGR block: -2%

Results for COCCNc1nc2c(c(=O)n(Cc3ccc(OC)cc3)c(=O)n2C)n1C ?
HCV inh: 11%; AMA1-RON2 inh: -4%; HCMV inh: -18; Giardia FBPA inh: 5%; AmpC detergent: -4%; Sm TGR block: -24%

What do the screens show for `O=C(Nc1ccc(C(F)(F)F)cc1)C1CCCN(S(=O)(=O)c2cccc3cccnc23)C1` (stereo not given)?
HCMV inh: 15; AmpC detergent: 9%; Sm TGR block: 18%

What do the screens show for `CC(Oc1ccc2ccc(=O)oc2c1)C(=O)NC(Cc1c[nH]c2ccc(O)cc12)C(=O)O` (stereo not given)?
HCV inh: 23%; AMA1-RON2 inh: -8%; HCMV inh: 14; Giardia FBPA inh: -23%; AmpC detergent: -6%; Sm TGR block: -16%

What do the screens show for `CN1CCN(C(c2cccc(C(F)(F)F)c2)c2nnnn2C(C)(C)C)CC1` (stereo not given)?
HCV inh: -22%; AMA1-RON2 inh: 5%; HCMV inh: -4; Giardia FBPA inh: 6%; AmpC detergent: -2%; Sm TGR block: -4%

What do the screens show for `Cc1cc(NC(=O)CSc2nnc(-c3ccccc3C)n2C)no1`?
HCV inh: 0%; AMA1-RON2 inh: 5%; HCMV inh: 19; AmpC detergent: -4%; Sm TGR block: -3%

Results for Cc1ccc(S(=O)(=O)Nc2ccccc2)cc1C(=O)N1CCCC1 ?
AMA1-RON2 inh: -2%; HCMV inh: 35; AmpC detergent: 2%; Sm TGR block: 0%

What do the screens show for `CCOC(=O)C1=NNC2(CC(=O)N(c3cc(C)cc(C)c3)C2=O)C1` (stereo not given)?
HCV inh: 17%; AMA1-RON2 inh: 4%; HCMV inh: 14; Giardia FBPA inh: 8%; AmpC detergent: -3%; Sm TGR block: -15%

Results for Cc1cccc(NC(=S)NCCN2CCOCC2)c1C ?
HCV inh: 6%; AMA1-RON2 inh: 12%; HCMV inh: 52; Giardia FBPA inh: 0%; AmpC detergent: -13%; Sm TGR block: -9%

How did CCOC(=O)C1=CN(Cc2cccc(F)c2)S(=O)(=O)NC1c1ccc2ccccc2c1 (stereo not given) do in these assays?
HCV inh: inconclusive; AMA1-RON2 inh: -2%; HCMV inh: -14

What do the screens show for `CN(CC(=O)NC1CC1)S(=O)(=O)c1ccc(Br)cc1`?
AMA1-RON2 inh: -14%; HCMV inh: -25; Giardia FBPA inh: 4%; AmpC detergent: -2%; Sm TGR block: 0%

Results for CCOC(=O)C(C)(C)N(Cc1ccc(Cl)cc1)S(=O)(=O)c1ccc(Cl)c([N+](=O)[O-])c1 ?
HCV inh: -10%[0.335 µM]; Giardia FBPA inh: -8%; AmpC detergent: -9%; Sm TGR block: inconclusive

How did COc1ccc(-n2c(SCC(=O)NCC3CCCO3)nc3n[nH]c(C)c3c2=N)cc1 (stereo not given) do in these assays?
HCV inh: 10%; AMA1-RON2 inh: 32%[activator]; HCMV inh: 52; Giardia FBPA inh: -8%; AmpC detergent: 10%; Sm TGR block: -4%

Results for CCOc1ccc(OCC)c(NC(=O)c2ccc(-c3ccccc3)s2)c1 ?
HCMV inh: 67; AmpC detergent: 16%; Sm TGR block: 4%

Results for Cn1c2ccccc2c2cc(/C=N/NC(=O)c3ccc(N)cc3)ccc21 ?
HCV inh: 11µM*; AMA1-RON2 inh: 19%; HCMV inh: 1; AmpC detergent: 2%; Sm TGR block: 0%

What do the screens show for `FC(F)Oc1ccc(NC(=S)NC2CCSc3ccccc32)cc1` (stereo not given)?
HCV inh: -19%; AMA1-RON2 inh: 22%; HCMV inh: -82*; AmpC detergent: -8%; Sm TGR block: inconclusive

Results for CC(C)CCNC(=O)NC(=O)COc1ncnc2sccc12 ?
HCV inh: 0%; AMA1-RON2 inh: 0%; HCMV inh: 0; Giardia FBPA inh: 2%; AmpC detergent: 0%; Sm TGR block: 4%

How did O=C(c1cccc(-c2nnc(-c3ccccc3)o2)c1)N1CCCCCC1 do in these assays?
HCV inh: inconclusive; AMA1-RON2 inh: -5%; HCMV inh: 7; Giardia FBPA inh: 9%; AmpC detergent: 0%; Sm TGR block: 17%

Results for CCCC(CCC(=O)Nc1ccc(S(N)(=O)=O)cc1)C(=O)O (stereo not given) ?
HCV inh: 8%; AMA1-RON2 inh: 0%; HCMV inh: 23; Giardia FBPA inh: 7%; AmpC detergent: -7%; Sm TGR block: -5%

Results for Cc1ccc(-c2nnn(CCC(=O)N3CCCCC3C)n2)cc1 (stereo not given) ?
HCV inh: 9%; AMA1-RON2 inh: 0%; HCMV inh: 71; Giardia FBPA inh: 8%; AmpC detergent: -5%; Sm TGR block: 6%

What do the screens show for `Cc1nnc(NCc2ccccc2)c2c1nnn2Cc1ccc(F)cc1`?
HCMV inh: -6; AmpC detergent: -7%; Sm TGR block: 6%

How did C=CCn1c(SCC(N)=O)nnc1-c1cc(Br)ccc1O do in these assays?
HCV inh: 6%; AMA1-RON2 inh: 23%; HCMV inh: -5; Giardia FBPA inh: -4%; AmpC detergent: -7%; Sm TGR block: 4%

How did CCOc1ccc(CN2C(=O)CCC2(C)C(=O)NCc2cccnc2)cc1 (stereo not given) do in these assays?
HCV inh: -8%; AMA1-RON2 inh: -7%; HCMV inh: -23; Giardia FBPA inh: 1%; AmpC detergent: 2%; Sm TGR block: 3%

Results for CC(NC(=O)C1CCN(S(=O)(=O)c2ccc3c(c2)oc(=O)n3C)CC1)c1ccccc1 (stereo not given) ?
HCMV inh: -6; AmpC detergent: 1%; Sm TGR block: -9%

How did CC(c1ccccn1)N(CCN(C)C)C(=S)Nc1ccccc1F (stereo not given) do in these assays?
HCV inh: inconclusive; AMA1-RON2 inh: 44%[activator]; HCMV inh: 20; Giardia FBPA inh: 4%; AmpC detergent: 3%; Sm TGR block: 3%

How did CCCc1cc(C(=O)Nc2nccs2)cs1 do in these assays?
HCV inh: inconclusive; AMA1-RON2 inh: 7%; HCMV inh: 47; Giardia FBPA inh: 2%; AmpC detergent: 2%; Sm TGR block: -32%

How did Cc1cccc(NC(=O)CSc2nc3c(sc4ccccc43)c(=O)n2CCCC(=O)NC2CCCC2)c1 do in these assays?
HCMV inh: 57; AmpC detergent: 11%; Sm TGR block: -6%

How did N#Cc1c(NC(=O)CSc2nnc(-c3ccccc3)o2)sc2c1CCCC2 do in these assays?
HCV inh: 11%; AMA1-RON2 inh: 45%[activator]; HCMV inh: 24; Giardia FBPA inh: 1%; AmpC detergent: inconclusive; Sm TGR block: -23%

What do the screens show for `C[C@@H]1CC[C@H]2[C@@H](C)C(=O)O[C@@H]3O[C@@]4(C)CC[C@@H]1[C@]32OO4`?
HCV inh: -3%; AMA1-RON2 inh: 3%; Giardia FBPA inh: -1%; AmpC detergent: -13%; Sm TGR block: 1%

What do the screens show for `CCCC12CN3CC(CCC)(CN(C1)C3c1ccco1)C2=O` (stereo not given)?
HCV inh: -4%; AMA1-RON2 inh: 8%; HCMV inh: -18; Giardia FBPA inh: 1%; AmpC detergent: 1%; Sm TGR block: 5%

Results for Cc1ccc(C2=NNC(=Nc3ccc(F)cc3)SC2)cc1 ?
HCV inh: inconclusive; AMA1-RON2 inh: 28%; HCMV inh: -4; Giardia FBPA inh: 0%; AmpC detergent: 2%; Sm TGR block: 0%

What do the screens show for `CCc1ccc(/C=C2/Sc3ccccc3N(CC(=O)NCCCN3CCOCC3)C2=O)cc1`?
HCV inh: inconclusive; AMA1-RON2 inh: -5%; HCMV inh: -60*; Giardia FBPA inh: 9%; AmpC detergent: inconclusive; Sm TGR block: -19%

What do the screens show for `COc1ccc(NC(=O)CN2C(=O)C(C)SC(C)C2=O)c(OC)c1` (stereo not given)?
HCV inh: -15%; AMA1-RON2 inh: -5%; HCMV inh: 52; Giardia FBPA inh: -1%; AmpC detergent: -3%; Sm TGR block: -1%

How did Cc1ccc(-c2n[nH]c(=S)n2/N=C/c2ccncc2)cc1 do in these assays?
HCV inh: 14%; AMA1-RON2 inh: 87%[activator]; HCMV inh: -27; Giardia FBPA inh: -8%; AmpC detergent: 6%; Sm TGR block: 7%

What do the screens show for `Cc1nc(-c2ccc([N+](=O)[O-])cc2)nc2[nH]ccc(=O)c12`?
HCV inh: 8%; AMA1-RON2 inh: -11%; HCMV inh: -3; Giardia FBPA inh: -26%; AmpC detergent: 1%; Sm TGR block: -25%

Results for CCOc1ccc(-n2c(C)nc3cc(C(=O)NC4CCCC4)ccc32)cc1 ?
HCMV inh: -4; AmpC detergent: 1%; Sm TGR block: -6%

What do the screens show for `O=C(Nc1cccc(O)c1)c1cccc(C(=O)Nc2cccc(O)c2)c1`?
HCV inh: -11%; AMA1-RON2 inh: -4%; HCMV inh: 12; Giardia FBPA inh: -3%; AmpC detergent: -1%; Sm TGR block: -9%

How did COc1ccc(NC(=O)COC(=O)c2cc(C)oc2C)c([N+](=O)[O-])c1 do in these assays?
HCV inh: -13%; AMA1-RON2 inh: -3%; HCMV inh: -28; AmpC detergent: -5%; Sm TGR block: inconclusive

How did COc1cc(NC(=O)C2Cc3ccccc3N2C(=O)c2ccccc2)cc(OC)c1 (stereo not given) do in these assays?
HCMV inh: 27; AmpC detergent: -8%; Sm TGR block: 6%

Structures from the list above that contain two or more sulfur atoms, in the order listed:
What do the screens show for `FC(F)Oc1ccc(NC(=S)NC2CCSc3ccccc32)cc1` (stereo not given)?
HCV inh: -19%; AMA1-RON2 inh: 22%; HCMV inh: -82*; AmpC detergent: -8%; Sm TGR block: inconclusive

How did CCCc1cc(C(=O)Nc2nccs2)cs1 do in these assays?
HCV inh: inconclusive; AMA1-RON2 inh: 7%; HCMV inh: 47; Giardia FBPA inh: 2%; AmpC detergent: 2%; Sm TGR block: -32%

How did Cc1cccc(NC(=O)CSc2nc3c(sc4ccccc43)c(=O)n2CCCC(=O)NC2CCCC2)c1 do in these assays?
HCMV inh: 57; AmpC detergent: 11%; Sm TGR block: -6%

How did N#Cc1c(NC(=O)CSc2nnc(-c3ccccc3)o2)sc2c1CCCC2 do in these assays?
HCV inh: 11%; AMA1-RON2 inh: 45%[activator]; HCMV inh: 24; Giardia FBPA inh: 1%; AmpC detergent: inconclusive; Sm TGR block: -23%
